Tb PYK inh: qHTS of Trypanosoma Brucei Inhibitors; TbPYK enzyme, Kinase-Glo Plus ATP luminescence, 45 min; Potency, µM (highest dose often 76.8 µM), inactives show at the highest dose activity, negative = inhibition, most hits filed as inhibitors; 410,000 tested, 0.12% active; AID 624173, 2012; note: potency is the fitted concentration of half-maximal effect; nearly all actives have a fitted effect of over 50% in size
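Enzyme and substrate buffer are dispensed first and compound is pin-transferred. ADP at 130 uM final then starts the reaction, which runs 45 min at room temperature. Detection reagent is added for 10 min before luminescence is imaged.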
HCMV inh: qHTS Assay for inhibitors of the human cytomegalovirus (HCMV) | 410,000 tested, 4.5% active | activity change, negative = inhibition, % at 57.5 µM | HFF cells, HCMV-luciferase reporter, 72 h; active compounds read low; in the data active = activity change below about -60%; inconclusive = no clear call, values can overlap the other calls; inactive = above about -39%
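HFF cells seeded 16 h at 37C, treated with compounds, infected with luciferase-reporter HCMV at MOI 1 PFU/cell; luciferase read at 72 h post infection, normalized to buffer-only and Salinomycin controls.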
AMA1 RON2 block: qHTS for Inhibitors of AMA1-RON; Towards Development of Antimalarial Drug Lead: Primary Screen. Potency, µM (highest dose often 58.2 µM), inactives show at the top dose activity change, negative = inhibition, actives largely listed as inhibitors. AlphaScreen AMA1-biotinylated RON2 peptide binding. 360,000 tested, 0.2% active;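 note: potency is the fitted concentration of half-maximal effect; 0% = vehicle wells and -100% = peptide control; nearly all actives have a fitted effect of over 45% in size; some results filed as inactive show a strong effect at the top dose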
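AMA1 (3D7) with his tag at 25 nM final met compounds first, then biotinylated RON2 peptide at 25 nM; detection used donor plus acceptor beads, 10 µg/mL apiece, read by AlphaScreen after 30 min at room temperature.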
Sm TGR inh: qHTS Assay for the Inhibitors of Schistosoma Mansoni Peroxiredoxins; purified TGR, DTNB reduction, TNB absorbance 405 nm; Potency, µM (highest dose often 114 µM), for the others: at the top dose activity change, negative = inhibition, actives largely listed as inhibitors; 360,000 tested, 3% active; note: potency is the fitted concentration of half-maximal effect; nearly all actives have a fitted effect of over 60% in size
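First, TGR (20 nM dispensed) and NADPH were mixed with compound. Second, a 15 min room-temperature incubation followed. Third, further NADPH and then DTNB were added to start the reaction. Finally, TNB absorbance was monitored kinetically.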
AmpC inh detg: qHTS Inhibitors of AmpC Beta-Lactamase (assay with detergent). Potency, µM (series often up to 114 µM), for inactives: at the top dose activity change, negative = inhibition, usual class: inhibitors. 370,000 tested, 0.041% active. AmpC hydrolysis of nitrocefin, absorbance 480 nm, 0.01% Triton. P00811;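 note: potency is the fitted concentration of half-maximal effect; 0% = no-compound wells and -100% = no-enzyme wells; nearly all actives have a fitted effect of over 25% in size; some results filed as inactive show a strong effect at the top dose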
Target sequence (P00811 whole entry, looked up): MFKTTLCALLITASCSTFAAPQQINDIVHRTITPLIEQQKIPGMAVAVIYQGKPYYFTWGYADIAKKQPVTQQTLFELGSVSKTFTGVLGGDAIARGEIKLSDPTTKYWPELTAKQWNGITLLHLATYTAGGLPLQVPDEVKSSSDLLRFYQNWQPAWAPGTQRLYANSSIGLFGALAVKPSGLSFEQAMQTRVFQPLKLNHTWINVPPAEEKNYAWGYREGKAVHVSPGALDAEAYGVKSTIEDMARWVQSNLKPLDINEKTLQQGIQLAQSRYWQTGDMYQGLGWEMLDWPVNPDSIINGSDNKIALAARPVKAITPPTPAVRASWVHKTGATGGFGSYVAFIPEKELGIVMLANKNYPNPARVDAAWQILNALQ
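20 mM phosphate pH 7.0 + 0.01% (detergent screen) or 0.0001% Triton X-100; 5.3 nM AmpC reagent; cpd preinc 15 min RT; nitrocefin (800 uM stock) to start; A480 q20 s × 4 min; Activity was normalised to no-enzyme and no-compound control wells.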
LmPK inhibitor: qHTS Assay for Inhibitors of Leishmania Mexicana Pyruvate Kinase (LmPK); Potency, µM (titrated, usually from 57.5 µM), for the others: top-dose activity change, negative = inhibition, usual class: inhibitors; purified LmPK, Kinase-Glo ATP luminescence, 1 h; 290,000 tested, 0.37% active; note: potency is the fitted concentration of half-maximal effect
Target sequence (Q27686 whole entry, looked up): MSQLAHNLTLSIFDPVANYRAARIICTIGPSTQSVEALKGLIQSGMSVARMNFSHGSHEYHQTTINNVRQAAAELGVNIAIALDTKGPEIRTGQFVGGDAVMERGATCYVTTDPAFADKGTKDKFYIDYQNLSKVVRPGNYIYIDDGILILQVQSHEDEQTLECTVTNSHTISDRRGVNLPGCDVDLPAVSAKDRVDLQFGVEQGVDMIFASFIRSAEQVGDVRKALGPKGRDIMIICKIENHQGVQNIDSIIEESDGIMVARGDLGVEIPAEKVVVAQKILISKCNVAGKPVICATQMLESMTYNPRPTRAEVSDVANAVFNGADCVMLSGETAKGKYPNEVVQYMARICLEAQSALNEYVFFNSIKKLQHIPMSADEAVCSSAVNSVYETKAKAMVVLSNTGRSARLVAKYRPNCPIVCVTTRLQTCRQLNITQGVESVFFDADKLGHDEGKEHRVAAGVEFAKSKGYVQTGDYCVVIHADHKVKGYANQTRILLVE
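Purified LmPK (0.1 nM) with 0.5 mM PEP and 0.1 mM ADP in imidazole buffer pH 7.2 with MgCl2/KCl, 1 h at room temperature. ATP formed was read by luciferase luminescence and normalized to no-enzyme and uninhibited controls.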
AmpC inh no detg: qHTS Inhibitors of AmpC Beta-Lactamase (assay without detergent); Potency, µM (top dose mostly 57.1 µM), inactives show at the highest dose activity change, negative = inhibition, usual class: inhibitors; AID 485341, 2010; P00811; 330,000 tested, 0.52% active; AmpC nitrocefin hydrolysis, absorbance 480 nm, 0.0001% Triton;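 note: potency is the fitted concentration of half-maximal effect; plate controls were no compound for no effect and no enzyme for full effect; nearly all actives have a fitted effect of over 20% in size; some results filed as inactive show a strong effect at the top dose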
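AmpC (5.3 nM in the dispensed reagent) in 20 mM phosphate pH 7.0 with 0.01% (detergent screen) or 0.0001% Triton X-100 was preincubated with compounds for 15 min at room temperature. Nitrocefin was then added from an 800 uM solution, and hydrolysis was followed at 480 nm.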
* hit, by the source's call; ? = inconclusive; nt = no result given; [ ] = remark or other dose. Unless noted, calls come from the whole dose curve; as a rule, active = well fitted curve in the direction sought with a large enough effect; inconclusive = small, poorly fitted or top-dose-only effect, or another doubt; inactive = no such curve, though single readings can be large; an effect the other way counts as inactive or inconclusive. Unless noted, % is set by controls: 0 for no effect and ±100 for the full control effect. An unsorted share of the library; 7.4% or so of the library scored in one or more.

Fields: Tb PYK inh	HCMV inh	AMA1 RON2 block	Sm TGR inh	AmpC inh detg	LmPK inhibitor	AmpC inh no detg
CCCCn1nnnc1C1(C)CCC(=O)N1Cc1cccs1 (stereo unspecified)
  -4%	3	-1%	nt	nt	nt	nt
O=[N+]([O-])NC1=NCN(Cc2ccco2)CN1Cc1ccco1
  -20%	?	18%	7%	-4%	3%	-2%
CCCn1c(SCC(=O)c2cc(C)c(C)cc2C)n[nH]c1=O
  -17%	-16	-5%	-23%	-2%	-8%	8%
O=C(Nc1cccn2nc(COCCO)nc12)C(c1ccccc1)c1ccccc1
  1%	-13	1%	nt	nt	nt	nt
Cc1ccccc1NC(=O)COc1nsnc1N1CCOCC1
  -7%	-24	2%	9%	?	-3%	-8%
Cc1cc(C)c2c(C(C)(C)C)nn(-c3ccccc3)c2n1
  -8%	-19	38%[activator]	?	-16%	-1%	-14%
CCN(CC)c1ccc(C2C3CCCCC3(O)CCN2C(=O)c2cccs2)cc1 (stereo unspecified)
  -28%	15	-14%[2.32 µM]	3%	0%	0%	37%
Cc1cc(C)cc(NC(=O)C2CCN(c3cc(C)nc4c(-c5ccc(Cl)cc5)c(C)nn34)CC2)c1
  -2%	10	nt	-8%	-12%	nt	nt
O=C(CSc1ncc(S(=O)(=O)c2ccc(Cl)cc2)c(=O)[nH]1)Nc1ccc2c(c1)OCCO2
  1%	4	nt	-1%	4%	nt	nt
COc1ccc(C)cc1NC(=O)C1C2C=CC(C2)C1C(=O)O (stereo unspecified)
  9%	37	-7%	7%	-7%	-5%	-11%
Cc1cc(C)cc(NC(=O)CN2C(=O)c3ccccc3Sc3ccc(C(=O)N4CCOCC4)cc32)c1
  0%	-23	nt	5%	3%	nt	nt
CCC(C(=O)N1CCOCC1)n1nc(C)c2sc3ccccc3c2c1=O (stereo unspecified)
  -4%	-34	2%	-3%	6%	-5%	-1%
COc1ccc(CN(CCN2CCOCC2)C(=O)c2c(F)cccc2F)cc1OC
  10%	9	13%	4%	?	2%	1%
c1ccc(OCCN2CCOCC2)cc1
  -10%	9	14µM*	4%	?	-9%	-13%
O=C(NC(=S)Nc1ccccc1Cl)c1cncc(C#Cc2ccccc2)c1
  -4%	18	12%	12%	5%	6%	-15%
CC1CCN(Cc2nnnn2CCCC(=O)NCCc2cnn(C)c2)CC1
  2%	0	2%	1%	1%	-5%	1%
Oc1ccc(Br)cc1/C=N/n1c(C2CCCCC2)n[nH]c1=S
  ?	?	70%[activator]	1%	-8%	0%	-34%
N#C/C(=C/c1ccc(Oc2ccc([N+](=O)[O-])cn2)cc1)C(=O)N1CCOCC1
  2%	14	-2%	0%	-7%	-3%	-17%
O=C(CSc1ncnc2c1nnn2Cc1ccccc1)NC1CCCC1
  2%	10	6%	6%	-16%	3%	-13%
Cc1oc2c(CN(C)C)c(O)ccc2c(=O)c1-c1cscn1
  4%	9	-6%	-25%	-9%	4%	-13%

Fields: Tb PYK inh	HCMV inh	AMA1 RON2 block	Sm TGR inh	AmpC inh detg	LmPK inhibitor	AmpC inh no detg
O=C(c1ccccc1)N1CCCCC(S(=O)(=O)c2ccc3ccccc3c2)C1=O (stereo unspecified)
  2%	-4	-1%	0%	?	4%	-8%
COc1ccc(C(=O)O)cc1S(=O)(=O)N1CCN(Cc2ccc3c(c2)OCO3)CC1
  4%	?	-3%	nt	nt	nt	-10%
Cc1ccc(C(=O)CCNc2cccc(Br)c2)o1
  -14%	-30	-9%	56µM*	?	8%	-18%
CCN1CCN(C(=O)c2ccc3c(c2)N(Cc2ccc(F)cc2)C(=O)c2ccccc2S3=O)CC1 (stereo unspecified)
  -4%	28	-6%	6%	?	2%	42%
CN(N)C(=S)NCc1ccccc1
  -2%	4	44%[activator]	-13%	?	0%	-5%
Cn1c(=O)cc(OCC(=O)NCc2ccc(F)cc2Cl)c2ccccc21
  -2%	7	nt	1%	-6%	nt	nt
COc1ccc(-c2[nH]ncc2CN2CCC(OCc3ccccn3)CC2)c(F)c1
  1%	77	6%	-2%	-2%	-2%	-13%
O=C1NC(=O)/C(=C/c2ccc(O)cc2)S1
  -2%	3	-18%	6%	1%	-5%	-3%
CCOc1ccccc1CN1CCN(Cc2nc3ccccc3s2)CC1CCO (stereo unspecified)
  -9%	31	0%	-14%[57.1 µM]	-3%	6%	149%[activator]
NS(=O)(=O)c1cccc(NC(=O)CN2CCN(S(=O)(=O)c3ccc4c(c3)OCCO4)CC2)c1
  1%	19	-7%	nt	nt	nt	-16%
CCCC1=C(C(=O)OCC)C(c2ccco2)n2ncnc2N1 (stereo unspecified)
  2%	-9	1%	0%	2%	-3%	-9%
O=c1cc(CSc2nnc(C3CC3)n2Cc2ccccc2)nc2sccn12
  0%	-18	0%	-13%	-9%	5%	3%
CCc1ccc(CNCc2c(C(=O)O)n(Cc3ccc(F)cc3Cl)c3cc(OC)ccc23)cc1
  0%	15	nt	8%	6%	nt	nt
CCOC(=O)c1ccc(CNS(=O)(=O)c2c(C)ccc3nsnc23)o1
  2%	-2	3%	-6%	-19%	8%	-8%
CCCCOCCCNCc1cccn1CCN1CCOCC1
  -12%	0	-4%	?	-6%	-4%	23%
NC(=O)c1nsc(C(=O)N(c2cccc(F)c2)C(C(=O)NCc2ccccc2)c2ccc(O)cc2)c1N (stereo unspecified)
  -7%	-18	8%	?	-6%	-9%	7.9µM*
COc1ccc(/C=C2\COc3ccccc3C2=O)c(OC)c1
  -4%	8	-15%	-27%	-14%	-1%	-13%
Cc1cc(Cl)c(S(=O)(=O)Nc2ccc(S(=O)(=O)N3CCOCC3)cc2)cc1OCC(N)=O
  -5%	-23	2%	6%	-6%	1%	-28%
O=C(Nc1ccc(Br)cc1)N1CCCCCC1
  8%	10	-12%	-7%	?	-3%	-27%
COc1ccccc1Nc1ncc(C(C)=O)c(C)n1
  10%	16	5%	0%	-10%	-19%	-14%

Some of these compounds in order of SMILES length, lowest first.
Fields: Tb PYK inh	HCMV inh	AMA1 RON2 block	Sm TGR inh	AmpC inh detg	LmPK inhibitor	AmpC inh no detg
CN(N)C(=S)NCc1ccccc1
  -2%	4	44%[activator]	-13%	?	0%	-5%
O=C(Nc1ccc(Br)cc1)N1CCCCCC1
  8%	10	-12%	-7%	?	-3%	-27%
O=C1NC(=O)/C(=C/c2ccc(O)cc2)S1
  -2%	3	-18%	6%	1%	-5%	-3%
CCCC1=C(C(=O)OCC)C(c2ccco2)n2ncnc2N1 (stereo unspecified)
  2%	-9	1%	0%	2%	-3%	-9%
CCOc1ccccc1CN1CCN(Cc2nc3ccccc3s2)CC1CCO (stereo unspecified)
  -9%	31	0%	-14%[57.1 µM]	-3%	6%	149%[activator]
O=c1cc(CSc2nnc(C3CC3)n2Cc2ccccc2)nc2sccn12
  0%	-18	0%	-13%	-9%	5%	3%
Cn1c(=O)cc(OCC(=O)NCc2ccc(F)cc2Cl)c2ccccc21
  -2%	7	nt	1%	-6%	nt	nt
CCOC(=O)c1ccc(CNS(=O)(=O)c2c(C)ccc3nsnc23)o1
  2%	-2	3%	-6%	-19%	8%	-8%
COc1ccc(-c2[nH]ncc2CN2CCC(OCc3ccccn3)CC2)c(F)c1
  1%	77	6%	-2%	-2%	-2%	-13%
O=C(c1ccccc1)N1CCCCC(S(=O)(=O)c2ccc3ccccc3c2)C1=O (stereo unspecified)
  2%	-4	-1%	0%	?	4%	-8%
COc1ccc(C(=O)O)cc1S(=O)(=O)N1CCN(Cc2ccc3c(c2)OCO3)CC1
  4%	?	-3%	nt	nt	nt	-10%
CCc1ccc(CNCc2c(C(=O)O)n(Cc3ccc(F)cc3Cl)c3cc(OC)ccc23)cc1
  0%	15	nt	8%	6%	nt	nt
CCN1CCN(C(=O)c2ccc3c(c2)N(Cc2ccc(F)cc2)C(=O)c2ccccc2S3=O)CC1 (stereo unspecified)
  -4%	28	-6%	6%	?	2%	42%
NS(=O)(=O)c1cccc(NC(=O)CN2CCN(S(=O)(=O)c3ccc4c(c3)OCCO4)CC2)c1
  1%	19	-7%	nt	nt	nt	-16%
NC(=O)c1nsc(C(=O)N(c2cccc(F)c2)C(C(=O)NCc2ccccc2)c2ccc(O)cc2)c1N (stereo unspecified)
  -7%	-18	8%	?	-6%	-9%	7.9µM*

Next records:
Fields: Tb PYK inh	HCMV inh	AMA1 RON2 block	Sm TGR inh	AmpC inh detg	LmPK inhibitor	AmpC inh no detg
CN(CCc1ccccn1)C(=O)c1ccc(OC(F)(F)F)cc1
  6%	?	18%	1%	-8%	-4%	23%
CCN1CCN(CCCNC(=O)c2ccc(NC(=O)C3=C(C)OCCS3)cc2)CC1
  6%	-25	0%	1%	-8%	-12%	-1%
O=C(NCc1ccco1)C1Cc2cc(Cl)ccc2O1 (stereo unspecified)
  -12%	16	1%	?	-12%	-9%	-25%
O=C(Nc1cccnc1)C1=NN(C2CCS(=O)(=O)C2)C(=O)CC1 (stereo unspecified)
  1%	-2	-11%	3%	-12%	5%	-39%
Cc1cccc(N=C2C(=O)Nc3c(Cl)cccc32)c1
  3%	82	-1%	-7%	-13%	-7%	-8%
CCOC(=O)c1sc2nc[nH]c(=O)c2c1C
  -5%	-13	-10%	0%	-4%	-5%	-3%
Cc1ccc(CN2C(=O)CCC2C(=O)NCCN2CCN(c3cccc(Cl)c3)CC2)cc1 (stereo unspecified)
  -1%	-21	-20%	2%	0%	5%	152%[activator]
CNC(=O)COC(=O)c1ccccc1Nc1ccccc1
  4%	13	0%	0%	-8%	-3%	-4%
COc1cccc(Cn2c(=O)sc3ccccc3c2=O)c1
  -3%	-8	41%[activator]	3%	-2%	10%	-10%
CN(CCO)c1ccc(C=NNc2ccc([N+](=O)[O-])cc2S(=O)(=O)Nc2ccccc2C(=O)O)cc1
  -23%	-1	-17%	nt	nt	nt	-26%
CC(=O)c1ccccc1OCc1ccc(C(=O)c2ccccc2)cc1
  -4%	-23	2%	3%	-11%	-3%	7%

Single entries from above.
For Tb PYK inh, CNC(=O)COC(=O)c1ccccc1Nc1ccccc1 has 4%
For AMA1 RON2 block, CCOC(=O)c1sc2nc[nH]c(=O)c2c1C has -10%
